miR122 inh – blocks miR-122 activity in Huh7 sensor cells; 340,000 tested, 0.3% active; AID 602342; activation (reporter increase), % at 12.5 µM; Huh7 miR-122 Renilla luciferase sensor, 48 h; neutral wells = 0, positive control = 100;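 active means mean replicate activation score at least 90 and every replicate individually at or above 90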;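 further: higher luciferase means less miR-122 activity so hits act as miR-122 inhibitors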
PGC1a acetyl inh – PGC1a acetylation modulation, inhibitor mode | U2OS PGC1a acetylation, AlphaScreen anti-acetyl-lysine; with virally co-expressed GCN5 acetyltransferase | inhibition, % at 15.6 µM | 350,000 tested, 0.17% active;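 active means every replicate shows inhibition of at least 40%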;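 further: 0% = neutral control wells and 100% = positive control wells; some results beyond the cut were filed as inactive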
Statin myotox sup – protects C2C12 myotubes from simvastatin toxicity; AID 602340; 330,000 tested, 0.78% active; rescue of ATP level, % at 7.49 µM; ATP luminescence, 48 h; scaled: DMSO 0, geranylgeraniol control 100;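 active means mean ATP rescue above about 67%, or every replicate alone reaching that limit, limit read from the data, passing the limit was not always enough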;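 further: myotubes were challenged with 10 µM simvastatin during compound exposure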
FN deposition inh – fibronectin deposition inhibition | AID 743247 | inhibition, % at 12.6 µM | AH1F fibroblasts, Alexa488-fibronectin deposition fluorescence, overnight | 350,000 tested, 0.086% active;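 active means mean inhibition across replicates of 30% or more, regardless of how many single replicates reach that level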;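 further: positive control wells lacked labelled fibronectin entirely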
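Test system: AH1F fibroblast monolayer depositing Alexa488-labelled fibronectin into matrix. Input: 10000 cells per well. Technique: fluorescence, ex 485 nm, em 525 nm. Buffer or medium: DMEM plus 2% serum, read in PBS. Timing: 1 h cell adhesion before compound, then overnight fibronectin incubation. Compound: single dose, pinned. Read-out basis: inhibition from reduced deposited-fibronectin fluorescence.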
INS-1E GSIS act – primary screen for activators of insulin secretion dependent on glucose, INS-1E cells, GLuc reporter luminescence | INS-1E GLuc reporter insulin secretion, 2-3 h | activation, % at 16.6 µM | 370,000 tested, 0.61% active | AID 743287;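 active means lowest replicate activation of at least 40%, so every replicate reaches that level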;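 further: 0% = median of neutral control wells and 100% = median of IBMX positive control wells; some compounds called inactive have numbers as strong as hits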
F508del corr – correctors of CFTR F508del function in bronchial epithelial cells; CFBE cells, YFP halide quenching; stimulated with forskolin plus potentiator P3; % fluorescence drop versus neutral controls; activity (quench increase), % at 7.58 µM; 350,000 tested, 0.36% active; AID 720511;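 active means mean added fluorescence quench of at least 8% versus neutral control, with both replicates also reaching 8%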;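 further: cells transiently co-express mutant CFTR-F508del with the halide-sensitive YFP; corrector assay measuring rescue of mutant channel to the surface after 24 h compound exposure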
Cneo AK release – causes C. neoformans cell lysis; 360,000 tested, 0.2% active; adenylate kinase release luminescence, 4 h; normalised: neutral wells 0, clomiphene wells 100; lysis activity, % at 15 µM; AID 651654;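 active means mean lysis activity across replicates of at least 80%, whatever share of replicates individually reach that level; inactive means mean lysis activity below 80%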
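read-out = cell lysis signal | test system = log-phase Cryptococcus neoformans yeast cells | input = cells at 5 × 10^6 per mL | medium = fresh YPD growth medium | signal = luminescent adenylate kinase detection reagent | timing = 4 h at 37 °C static, read 1 h later | dosing = single dose | controls = Clomiphene as positive lysis control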
PglD inh – blocks C. jejuni PglD acetyltransferase activity. purified PglD enzyme, DTNB colorimetric CoA detection. inhibition, % at 12.5 µM. 360,000 tested, 0.098% active. AID 602405; in the data active means inhibition above about 16%, passing the limit was not always enough; further: strong numbers were not always called active
* marks the source's active call; other numbers are inactive results; . = no result given; [ ] = another dose, or the depositor's remark.

Structure	Statin myotox sup	FN deposition inh	PglD inh	F508del corr	INS-1E GSIS act	Cneo AK release	miR122 inh	PGC1a acetyl inh
O=C1c2ccccc2C(=O)N1CCc1csc(-c2ccccc2)n1	0	.	-2	.	-5	1	4	.
CCOc1ccc(C(=O)NCCC(=O)N2CCC3(CC2)NCCc2[nH]cnc23)cc1OCC	29	-11	-3	-1.0	4	0	1	-6
COc1ccccc1CCNC(=O)Cn1ccc2cc(S(=O)(=O)N3CCC(C)CC3)ccc21	-15	-2	-2	-1.5	5	0	13	-13
CCN1[C@@H]2Cn3c(ccc(-c4ccncc4)c3=O)[C@H]1[C@@H](C(=O)Nc1ccccc1)[C@@H]2CO	-7	.	8	.	1	0	.	.
O=C(/C=C\Nc1ccc(Br)cc1)c1cccnc1	.	9	-23	.	19	-9	-2	9
COc1ccc(NC(=O)CCn2nnc(-c3ccc(C)cc3)n2)cc1OC	.	8	-2	.	.	-1	-2	4
COC(=O)c1ccccc1N1C(=O)C2C(C1=O)C1C=CC2C12CC2 (stereo unspecified)	0	.	1	.	.	2	.	-1
CCOc1ccc(C2C(C#N)=C(N)Oc3cc(C)n(CCN(C)C)c(=O)c32)cc1OCC (stereo unspecified)	0	.	-6	.	.	0	1	4
C[C@H](NC(=O)N(C)C[C@@H]1OCc2ccccc2-c2c(n(C)c3ccccc23)C(=O)N([C@@H](C)CO)C[C@H]1C)c1ccccc1	.	-8	1	1.6	-25	0	.	-20
CS(=O)(=O)N1CCC(Oc2ccccc2C(=O)N2CCNC(=O)C2)CC1	.	-3	.	-1.5	-1	.	.	-1
CC(=O)C(Cc1ccccc1)NC(=O)COC(=O)c1ccc(-n2cnnn2)cc1 (stereo unspecified)	-5	8	0	-2.2	5	-1	-3	-6
COc1cc(OC)cc(OCC(O)Cn2cnc(-c3ccccc3)c2)c1 (stereo unspecified)	-5	.	-2	1.2	-33	-3	10	1
C[C@@H]1CCCCO[C@@H](CN(C)Cc2ccc(C(=O)O)cc2)[C@H](C)CN([C@@H](C)CO)C(=O)c2cc(NS(=O)(=O)c3ccc(Cl)cc3)ccc2O1	.	1	-2	1.5	-3	2	5[16.7 µM]	1
COCc1ccc(C(=O)N2CCCC(N3CCN(c4ccccc4C)CC3)C2)s1 (stereo unspecified)	-7	3	-3	-0.1	-3	-2	-3	-8
CCOC(=O)C1=C(COC(=O)CNC(=O)c2ccc(Cl)cc2Cl)NC(=O)NC1C (stereo unspecified)	-9	-5	-2	-0.6	3	-8	.	.
O=C1CCCc2sc3c(c2N1)CCCCC3	10	3	-9	.	.	-1	-9	-9
C[C@@H]1CCCCO[C@H](CN(C)CC2CCCCC2)[C@H](C)CN([C@@H](C)CO)C(=O)c2cc(NS(=O)(=O)c3ccc(F)cc3)ccc2O1	-249	.	3	-0.1	-7	2	-11[16.7 µM]	-11
CO[C@@H]1CN(C)C(=O)c2ccc(NC(=O)Nc3ccc4c(c3)OCO4)cc2OC[C@H](C)NC[C@H]1C	-5	.	1	0.6	5	-4	.	-2
CS(=O)(=O)N(Cc1ccco1)Cc1ccccc1Cl	8	0	-1	.	18	-1	35	-3
COCc1nnc(NC(=O)CCS(=O)(=O)c2ccccc2)s1	-33	5	-5	0.3	0	1	-5	-9
Cc1ccsc1C(=O)N1CCCC(N(C)Cc2ccccc2)C1 (stereo unspecified)	13	0	3	0.0	0	2	-1	.
COc1cccc(CNCc2cccc(OC)c2O)c1O	.	0	.	0.2	.	.	-4	4
C[C@@H]1CN([C@@H](C)CO)C(=O)c2cc(NC(=O)Nc3ccc(C(F)(F)F)cc3)ccc2O[C@@H](C)CCCCO[C@H]1CN(C)C(=O)CCCN(C)C	36	.	0	0.0	15	3	5[16.7 µM]	-15
O=C(NNC(=O)C1CCCO1)c1ccccc1Cl (stereo unspecified)	-2	.	3	.	.	0	-3	-14
CN(C(=O)c1ccc(OC2CCN(CCc3ccccc3)CC2)cc1)C1CCOC1 (stereo unspecified)	-3	1	4	-0.1	29	-4	-12	.
CNC(=O)C[C@H]1CC[C@@H]2[C@@H](COc3ccc(NC(=O)c4ccc(C(F)(F)F)cc4)cc3C(=O)N2C)O1	36	-11	0	-2.3	-1	-3	-25[16.7 µM]	-4
COc1cc(OC)cc(C(=O)N2CCC(C(=O)N3CCOCC3)CC2)c1	5	3	.	-0.4	3	.	-2	1
O=c1[nH]c2ccc(NCc3ccc(OCc4ccccc4Cl)cc3)cc2[nH]1	64	2	-8	3.6	-2	2	-10	2
COc1ccc(CC(=O)Nc2ccccc2C(F)(F)F)cc1S(=O)(=O)N1CCOCC1	3	-3	-1	-3.6	.	-1	-2	-1
COC1CCN(Cc2c(C(=O)N3CCN(C4CCCCC4)CC3)nc3ccccn23)CC1	7	.	2	.	.	0	-4	.

Taken from above.
INS-1E GSIS act, C[C@@H]1CN([C@@H](C)CO)C(=O)c2cc(NC(=O)Nc3ccc(C(F)(F)F)cc3)ccc2O[C@@H](C)CCCCO[C@H]1CN(C)C(=O)CCCN(C)C : 15
PGC1a acetyl inh, COc1cccc(CNCc2cccc(OC)c2O)c1O : 4
Cneo AK release, COC1CCN(Cc2c(C(=O)N3CCN(C4CCCCC4)CC3)nc3ccccn23)CC1 : 0

Additional compounds
Structure	Statin myotox sup	FN deposition inh	PglD inh	F508del corr	INS-1E GSIS act	Cneo AK release	miR122 inh	PGC1a acetyl inh
CC(C)C#Cc1ccc2c(c1)O[C@@H](CN(C)S(C)(=O)=O)[C@@H](C)CN([C@@H](C)CO)S2(=O)=O	0	-3	0	-0.2	-1	7	-5[16.7 µM]	-5
O=C(CN1CCC(C(=O)c2ccc3c(c2)OCCO3)CC1)NC1CCCC1	-16	.	11	.	.	2	.	-12
Cc1cc2nc(SCC(=O)Nc3nonc3C)c3c(c2cc1C)CCCC3	10	0	0	.	11	-1	5	-1
COc1ccccc1C(=O)N1CCCC(c2nc(-c3cc(OC)c(OC)c(OC)c3)no2)C1 (stereo unspecified)	.	5	.	.	-5	.	10	-12
CN1CCN(c2nc(-c3ccccc3)nc(-c3ccccc3)c2C#N)CC1	.	5	.	2.0	-1	.	.	1
C[C@H]1CCCCO[C@H](CN(C)Cc2ccc(Cl)c(Cl)c2)[C@@H](C)CN([C@@H](C)CO)C(=O)c2cc(NS(=O)(=O)c3ccc(F)cc3)ccc2O1	.	3	.	4.6	-24	.	.	1
CC(C)NC(=O)c1ccc(-c2ccccc2C(F)(F)F)o1	-9	.	-6	.	.	-1	0	-10
COc1cccc(/C=N/NC(=O)CC(C)O)c1OC/C=C/c1ccccc1 (stereo unspecified)	-7	.	-8	-0.6	6	2	0	21
CCOC(=O)CC1CCCCN1Cc1cn[nH]c1-c1ccc(F)cc1F (stereo unspecified)	0	-4	.	2.4	.	.	2	-5
O=C(NN1C(=O)C2C3CCC(O3)C2C1=O)c1ccco1 (stereo unspecified)	1	6	.	1.0	-18	-1	-6	15

Single records, from the list above:
Listed for CC(C)C#Cc1ccc2c(c1)O[C@@H](CN(C)S(C)(=O)=O)[C@@H](C)CN([C@@H](C)CO)S2(=O)=O : Statin myotox sup: 0; FN deposition inh: -3; PglD inh: 0; F508del corr: -0.2; INS-1E GSIS act: -1; Cneo AK release: 7; miR122 inh: -5[16.7 µM]; PGC1a acetyl inh: -5
Listed for O=C(NN1C(=O)C2C3CCC(O3)C2C1=O)c1ccco1 (stereo unspecified) : Statin myotox sup: 1; FN deposition inh: 6; PglD inh: .; F508del corr: 1.0; INS-1E GSIS act: -18; Cneo AK release: -1; miR122 inh: -6; PGC1a acetyl inh: 15
Listed for COc1ccccc1C(=O)N1CCCC(c2nc(-c3cc(OC)c(OC)c(OC)c3)no2)C1 (stereo unspecified) : Statin myotox sup: .; FN deposition inh: 5; PglD inh: .; F508del corr: .; INS-1E GSIS act: -5; Cneo AK release: .; miR122 inh: 10; PGC1a acetyl inh: -12

New compounds follow.
Structure	Statin myotox sup	FN deposition inh	PglD inh	F508del corr	INS-1E GSIS act	Cneo AK release	miR122 inh	PGC1a acetyl inh
C[C@@H]1CN([C@@H](C)CO)C(=O)Cc2cc(NS(=O)(=O)c3ccc(Cl)cc3)ccc2O[C@H]1CN(C)C(=O)Nc1ccccc1	-8	.	0	-2.5	-17	-1	5[16.7 µM]	-5
CCC(=O)Nc1ccc2c(c1)OC[C@@H](C)N(Cc1ccncc1)C[C@@H](C)[C@@H](OC)CN(C)C2=O	-17	-2	-1	-1.5	4	0	10[16.7 µM]	.
CCCC(c1nnnn1CCc1ccccc1)N1CCN(C2CCCC2)CC1 (stereo unspecified)	-10	-10	1	.	.	-1	2	1
O=C(CN(C(=O)C1CSC(=O)C1)c1cccc(F)c1)NCc1ccc2c(c1)OCO2 (stereo unspecified)	24	3	-1	0.2	-13	3	.	.
CN(C)C(=O)c1ccc(-c2ccc([C@@H]3[C@@H](CO)N4CCCCN(S(C)(=O)=O)C[C@@H]34)cc2)cc1	.	.	1	0.3	-11	-1	-14[16.7 µM]	1
COc1cccc(-c2cnc(C(O)c3ccc(F)c(F)c3)[nH]2)c1 (stereo unspecified)	-5	-7	1	-2.3	7	-2	13	.
Cc1ccc(C)c(NC(=O)C2CCCN(c3cnccn3)C2)c1 (stereo unspecified)	2	2	.	1.1	81	0	-4	2
CC1CCN(C2(O)C(=O)Nc3ccc(Cl)cc32)CC1 (stereo unspecified)	11	2	-6	-0.4	-3	3	-4	7
COc1ccc(-n2cc(-c3ccccc3)c3c(N4CC(C)OC(C)C4)ncnc32)cc1 (stereo unspecified)	.	1	.	3.7	-31	.	5	-22

Compound activity from PubChem BioAssay.
